FBW7 activator = human FBW7 E3 ligase activation, primary screen; 650,000 tested, 0.13% active; Q969H0; normalized activity (activation), % at 26.1 µM; AlphaScreen FBW7–phospho-cyclin E peptide binding, activator screen; in the data active means normalized activity above about 1.9%;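 further: purified mutant Fbw7 with reduced substrate affinity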
Target sequence (Q969H0 whole entry, looked up): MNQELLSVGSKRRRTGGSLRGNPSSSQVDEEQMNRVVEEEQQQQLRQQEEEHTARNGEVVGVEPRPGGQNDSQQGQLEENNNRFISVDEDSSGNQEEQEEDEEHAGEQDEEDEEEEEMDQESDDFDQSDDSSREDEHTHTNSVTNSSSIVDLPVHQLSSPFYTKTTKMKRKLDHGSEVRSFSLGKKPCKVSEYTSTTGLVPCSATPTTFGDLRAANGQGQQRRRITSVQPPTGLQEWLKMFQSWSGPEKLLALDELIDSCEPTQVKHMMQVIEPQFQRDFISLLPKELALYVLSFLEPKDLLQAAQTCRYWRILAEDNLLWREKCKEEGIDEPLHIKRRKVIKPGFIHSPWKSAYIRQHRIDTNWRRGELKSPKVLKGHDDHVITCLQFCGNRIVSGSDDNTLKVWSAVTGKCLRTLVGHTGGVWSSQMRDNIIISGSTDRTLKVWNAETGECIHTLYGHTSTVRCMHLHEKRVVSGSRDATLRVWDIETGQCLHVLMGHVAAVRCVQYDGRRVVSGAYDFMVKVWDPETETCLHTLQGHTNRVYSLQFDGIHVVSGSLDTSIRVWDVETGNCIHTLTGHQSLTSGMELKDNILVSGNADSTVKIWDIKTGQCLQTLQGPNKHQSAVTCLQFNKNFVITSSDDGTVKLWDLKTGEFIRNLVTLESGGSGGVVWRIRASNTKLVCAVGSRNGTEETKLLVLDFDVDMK
TEAD-YAP inh = TEAD-YAP interaction inhibition; AID 1259422; 640,000 tested, 1.4% active; HEK-TIYL cells, TEAD-Gal4/YAP UAS-luciferase luminescence; inhibition, % at 9.12 µM; in the data active means inhibition above about 32%;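 further: 0% = median of test compound wells and 100% = reference inhibitor wells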
MITF primary = human MITF inhibition, primary screen | O75030 | AlphaScreen MITF homodimerization, bead proximity signal | inhibition, % at 2.6 µM | 650,000 tested, 0.91% active | AID 1259374; in the data active means inhibition above about 50%;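 further: 0% = vehicle wells with protein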
GPR151 ag = activators of human GPR151. 650,000 tested, 1% active. Q8TDV0. activation, % at 11.2 µM. PathHunter beta-arrestin GPR151 cells, luminescence; in the data active means activation above about 4.9%;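 further: 0% = median of compound wells and 100% = cells with positive control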
Target sequence (Q8TDV0 whole entry, looked up): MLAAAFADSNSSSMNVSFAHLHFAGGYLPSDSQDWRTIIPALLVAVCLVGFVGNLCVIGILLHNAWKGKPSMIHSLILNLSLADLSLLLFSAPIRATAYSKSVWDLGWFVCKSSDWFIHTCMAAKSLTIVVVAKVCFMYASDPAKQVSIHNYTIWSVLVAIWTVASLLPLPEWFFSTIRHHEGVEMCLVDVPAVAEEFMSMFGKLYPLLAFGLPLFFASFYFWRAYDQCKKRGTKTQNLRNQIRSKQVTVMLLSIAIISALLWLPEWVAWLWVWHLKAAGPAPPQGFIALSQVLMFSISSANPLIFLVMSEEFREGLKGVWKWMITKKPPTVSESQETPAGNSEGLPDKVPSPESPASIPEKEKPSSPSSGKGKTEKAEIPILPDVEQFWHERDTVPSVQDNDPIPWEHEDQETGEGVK
The depositor's hits bear a star; & = joins results of further samples.

SMILES	FBW7 activator	TEAD-YAP inh	MITF primary	GPR151 ag
CS(=O)(=O)N1CCC(C(=O)N2CCN(c3nc4ccccc4s3)CC2)CC1	-0.1	-6	-18	-1.1
Cn1c(=O)c2c(nc(SCC(=O)NC3CCCCC3)n2Cc2ccccc2)n(C)c1=O	-0.1	-1	-2	-0.5
Cc1ccc(CNC2CCN(c3ccc(CC(=O)NCCc4cccc(F)c4)cc3)CC2)o1	0.1	12	-2	0.0
CCC(C)NC(=O)c1ccccc1NC(=O)CN(c1cccc(F)c1)S(C)(=O)=O (centres undefined)	-0.1	5	-13	0.5
C#CC(C)(C)OC(=O)Nc1ccc(F)cc1	0.0	5	-6	0.2
COCCC1CCCCN1C(=O)CC1(c2cccc(F)c2)CC(=O)N(C)C1=O (centres undefined)	-0.1	-1	3	-0.2
Oc1ccc(CCNc2nc(NCc3ccc4c(c3)OCO4)nc3c2ncn3Cc2ccc(C(F)(F)F)cc2)cc1	0.2	14	13	-0.9
COc1ccc(Cc2nn3c(SCC(=O)Nc4ccccc4)nnc3[nH]c2=O)cc1	0.0	14	-4	1.1
CCOC(=O)/C(=C\c1ccc(OC)c(OC)c1)C(=O)c1cccnc1	0.1	-10	-7	0.2
CSc1nc2c(cc1C#N)C(=O)CC(C)(C)C2	0.3	4	-7	1.0
COc1ccc(OC)c(NC(=O)CN2C(=O)NC(C)(c3ccc(OC(F)F)cc3)C2=O)c1 (centres undefined)	1.1	2	12	-1.2
Cc1cc(=O)[nH]c2cc(NC(=O)c3ccccc3F)ccc12	0.7	-10	12	-0.8
O=[N+]([O-])c1cccc2c(NS(=O)(=O)c3cccs3)cccc12	0.0	-14	12	1.8
CC(=O)OCCC/C(C)=N/Nc1ccc([N+](=O)[O-])cc1[N+](=O)[O-]	0.3	12	0	0.2
Cc1nnc(N2C(=O)c3cccc4cccc(c34)C2=O)s1	0.4	13	14	-0.9
COc1ccc(C=Nc2cccc(-c3cnc[nH]3)c2)cc1	-0.1&-0.1	-3&2	-9&6	-0.3&1.9
O=C(Nc1cccc(F)c1)C1CC12CCN(C(=O)CCc1c[nH]c3ccccc13)CC2 (centres undefined)	-0.2	14	-5	-0.2
N#Cc1cnc2c(-c3ccccc3)c(COc3ccccc3)nn2c1N	-0.1	3	-4	0.7
Cc1c(CCC(=O)NCc2ccccc2)c(=O)oc2cc(O)ccc12	-0.1	5	2	-0.1
COc1ccc(C(=O)COC(=O)c2cccc(NC(=O)c3ccc([N+](=O)[O-])cc3)c2)cc1	0.0	-11	6	0.5
Nc1cccc(-c2nc(NCCO)c3ncn(CCN4CCCC4=O)c3n2)c1	0.5	-4	11	-1.4
COc1ccc(-c2n[nH]c([N+](=O)[O-])n2)cc1	0.1	1	7	0.5
CCOC(=O)CN(C)Cc1c(C(=O)N(C)CCc2ccccc2)nc2c(C)cccn12	0.1	5	4	0.9
Cc1cccc(C)c1OCC(=O)NNC(=O)CSc1nnc(-c2ccc(F)cc2)o1	0.0	4	-5	-0.4
COc1ccc(Cl)cc1NC(=O)COc1cccc(Br)c1	0.3	0	-5	0.4
CCN(CC)c1ccc(N2C(=O)/C(=C/c3ccc(OC)c(Br)c3)C=C2c2ccccc2)cc1	-0.1	2	0	0.5
COc1ccc(NC(=O)COc2ccc(-c3ccccc3)cc2)cc1	-0.1	-6	-7	-0.7
COC(=O)c1ccc(C2Oc3c(OC)cccc3C3CC(c4cccc(OC)c4)=NN32)cc1 (centres undefined)	0.1	63*	19	-3.3
CC(C)CNC(=O)C(C)Oc1ccccc1 (centres undefined)	0.0	0	-3	1.4
CC(C)(C)c1ccc(C(=O)Nc2c(-c3ccccc3)nc3sccn23)cc1	0.1	2	0	0.6
CC(C)(C)NC(=O)COC(=O)COc1ccc(C#N)cc1	-0.1	0	-5	1.1
COc1ccc(CNC(=O)CCCn2c(SCC(=O)c3ccc(Cl)cc3)nc3cc4c(cc3c2=O)OCO4)cc1	0.0	2	0	-1.3
O=C(Nc1cccc(-c2nc3ncccc3o2)c1)c1cc(Cl)ccc1Cl	0.4	2	-12	0.4
Cc1nc(SCC(=O)Nc2ccc(N(C)C)cc2)c2c(C)c(C)sc2n1	-0.1	2	7	1.6
Cc1c(=O)n(OCc2ccccn2)c2ccccc2[n+]1[O-]	0.2	-11	22	-0.7
COc1cccc(/C=C2\N=C(c3cccc(I)c3)OC2=O)c1	0.1	-12	-7	-0.6
Cc1ccc2c(Cl)c(C(=O)O)sc2c1	0.1	1	-3	1.0
CCOc1cccc(/C=N\n2cnnc2)c1O	0.1	2	9	0.2
NC(=O)CN1C(=O)C2C3C=CC(C3)C2C1=O (centres undefined)	0.2	-1	9	0.2
COc1ccc(Cl)c2sc(N(Cc3cccnc3)C(=O)CCOc3ccccc3)nc12	0.0	3	3	-0.2
COc1ccccc1NC(=S)N(Cc1cccs1)C1CCCCC1	0.0	-7	-3	1.6
O=C(O)c1ccc(Oc2ccc3c(c2)C(=O)N(c2ccc(Oc4ccccc4)cc2)C3=O)cc1	0.5	-3	10	0.0
Cc1ccc(OCC(=O)Nc2ccc(S(=O)(=O)Nc3ccc(F)cc3)cc2)cc1	-0.1	3	-9	1.5
CCc1ccc(/C=C(/NC(=O)c2ccccc2)C(=O)O)s1	-0.1	3	-9	-0.7
O=C(CSc1ccc2nc(-c3ccccc3)cn2n1)Nc1ccc(F)cc1	-0.1	-33	1	-1.9
CC1=C(C(=O)Nc2ccc(C)cc2)C(c2ccc(N(C)C)cc2)NC(=S)N1 (centres undefined)	-0.1	11	3	2.0
Cc1cc(C)nc(NS(=O)(=O)c2ccc(NC(=O)c3cc4ccccc4oc3=O)cc2)n1	0.8	-4	5	-0.1
Cc1ccc2nc3c(cc(C#N)c(=O)n3-c3cccc(Cl)c3C)c(=O)n2c1	0.1	-2	8	-1.3
CCn1c(SCC(=O)N2CCCCCC2)nnc1-c1c[nH]c2ccccc12	0.2	-9	4	0.8
COc1ccc(/C=C2/SC(N)=NC2=O)cc1[N+](=O)[O-]	0.0	7	-7	-0.7
CCc1ccc(-n2c(=S)sc3c(=O)n(-c4ccccc4OC)c(SCC(=O)N(CC)CC)nc32)cc1	0.0	-2	7	-0.7
Nc1c(C(=O)NCc2ccccc2Cl)nnn1-c1cccc(C(F)(F)F)c1	-0.1	-7	-1	-0.7
O=C(Nc1ccccc1C(=O)Nc1ccc(Cl)cc1)c1ccco1	1.2	6	9	-0.7
COc1ccc(OC)c(C2C(C(=O)Nc3ccc(C)cn3)=C(C)NC3=C2C(=O)CCC3)c1 (centres undefined)	-0.1	-1	-13	-1.0
COc1cccc(NC(c2ccccn2)c2ccc3cccnc3c2O)c1 (centres undefined)	-2.0	21	42	-1.3
CC(C)(O)C#Cc1ccc(C(=O)NCc2ccc(Cl)cc2)cc1	0.2	11	9	2.6
Cc1ccc(Cn2c(=O)c3cccnc3n(CC(=O)Nc3ccccc3F)c2=O)cc1	1.1	1	4	1.4
COc1ccc(C(=O)N/C(=C/c2ccc([N+](=O)[O-])cc2)C(=O)Nc2ccc(C)c(F)c2)c(Cl)c1	0.0	3	0	-0.4
COc1cc(CNC2CCCN(c3nc(C)c4ccc(C)cc4n3)CC2)cc(OC)c1 (centres undefined)	0.1	-7	-10	0.5
CN1CCN(C(=O)/C=C/c2ccc([N+](=O)[O-])cc2)CC1	0.0	9	3	0.5
(next part)
SMILES	FBW7 activator	TEAD-YAP inh	MITF primary	GPR151 ag
Cc1cccc(/C=N/NC(=O)CCc2ccccc2O)n1	-0.1	-5	-12	-0.8
CCO/C(C)=C/c1oc2ccc(-c3ccccc3)cc2[n+]1CCCS(=O)(=O)O	-0.2	6	6	5.6*
COc1cc(NC2C3CC4CC(C3)CC2C4)cc(OC)c1OC (centres undefined)	-0.2	-8	4	1.1
CC1=C(C(=O)OCC(C)C)C(c2coc3ccccc3c2=O)C2=C(CC(c3cccs3)CC2=O)N1 (centres undefined)	-0.3	6	-2	-0.6
Cc1ccc2c(c1)sc(=NC(=O)c1ccc(S(=O)(=O)N3CC(C)CC(C)C3)cc1)n2C (centres undefined)	0.2	-1	21	-0.7
C/C=C(\C)CN1CCc2nnc(C(CC(C)C)NC(C)=O)n2CC1 (centres undefined)	0.0	-10	11	0.1
CC(=O)c1ccc(NC(=O)Cn2cnc3c2c(=O)n(C)c(=O)n3C)cc1	-0.3	-12	11	1.1
CCc1ccc2c(c1)C(O)(CC(=O)c1ccccc1)C(=O)N2 (centres undefined)	0.1	14	2	-0.8
Nc1cccc2c1C(=O)c1ccc(NC(=O)c3ccccc3)cc1C2=O	0.0	4	4	0.5
COc1ccc(C(=O)c2ccccc2F)cc1	0.0	4	10	1.9
CC(c1ccco1)N(C)Cc1ccc(C(=O)NCc2ccc3c(c2)CCCN3C)c(=O)[nH]1 (centres undefined)	-0.2	0	12	1.3
CN1CCN(CCCNC(=O)c2cc3c(-c4ccc(Cl)cc4)nn(C)c3s2)CC1	0.7	-5	14	1.6
COc1cc(C(=O)N2CCc3ccccc3C2)c([N+](=O)[O-])cc1OC	-0.1	5	8	-1.1
CCCNC1NCCC(C(=O)OCC)=C1O (centres undefined)	0.2	-4	7	-0.5
CN(C(=O)C1CCCCN1S(=O)(=O)c1ccccc1)c1ccccc1 (centres undefined)	0.0	1	6	-1.2

Ordered by SMILES length (low to high): 13 of the compounds above.
SMILES	FBW7 activator	TEAD-YAP inh	MITF primary	GPR151 ag
CCCNC1NCCC(C(=O)OCC)=C1O (centres undefined)	0.2	-4	7	-0.5
COc1ccc(C(=O)c2ccccc2F)cc1	0.0	4	10	1.9
COc1cc(NC2C3CC4CC(C3)CC2C4)cc(OC)c1OC (centres undefined)	-0.2	-8	4	1.1
CCc1ccc2c(c1)C(O)(CC(=O)c1ccccc1)C(=O)N2 (centres undefined)	0.1	14	2	-0.8
CN(C(=O)C1CCCCN1S(=O)(=O)c1ccccc1)c1ccccc1 (centres undefined)	0.0	1	6	-1.2
Nc1cccc2c1C(=O)c1ccc(NC(=O)c3ccccc3)cc1C2=O	0.0	4	4	0.5
COc1cc(C(=O)N2CCc3ccccc3C2)c([N+](=O)[O-])cc1OC	-0.1	5	8	-1.1
CC(=O)c1ccc(NC(=O)Cn2cnc3c2c(=O)n(C)c(=O)n3C)cc1	-0.3	-12	11	1.1
CN1CCN(CCCNC(=O)c2cc3c(-c4ccc(Cl)cc4)nn(C)c3s2)CC1	0.7	-5	14	1.6
CCO/C(C)=C/c1oc2ccc(-c3ccccc3)cc2[n+]1CCCS(=O)(=O)O	-0.2	6	6	5.6*
CC(c1ccco1)N(C)Cc1ccc(C(=O)NCc2ccc3c(c2)CCCN3C)c(=O)[nH]1 (centres undefined)	-0.2	0	12	1.3
Cc1ccc2c(c1)sc(=NC(=O)c1ccc(S(=O)(=O)N3CC(C)CC(C)C3)cc1)n2C (centres undefined)	0.2	-1	21	-0.7
CC1=C(C(=O)OCC(C)C)C(c2coc3ccccc3c2=O)C2=C(CC(c3cccs3)CC2=O)N1 (centres undefined)	-0.3	6	-2	-0.6

(listing goes on)
SMILES	FBW7 activator	TEAD-YAP inh	MITF primary	GPR151 ag
Nc1ccc(-c2cn[nH]c2-c2ccc(F)cc2)cc1	-0.2	9	12	0.2
O=c1c2cc(Cl)ccc2[nH]c(=S)n1C1CCCCC1	0.1	2	8	0.6
Cc1cc(=O)oc2cc(OCC(=O)Nc3ccc(S(N)(=O)=O)cc3)ccc12	-0.1	3	0	1.0
CCC(=O)N1c2cc(C)c(C)cc2C2=C(SC(C(=O)OC)=C(C(=O)OC)C23SC(C(=O)OC)=C(C(=O)OC)S3)C1(C)C	-0.2	7	-8	-0.6
Cc1cc(NC(=O)C2COc3ccccc3O2)ccc1-c1cnc2ncccc2c1 (centres undefined)	0.6	-4	43	0.6
CSCCC1NC(=S)N(C2CCCCC2)C1=O (centres undefined)	-0.3	-1	-1	-0.2
CC(=O)Nc1cc(CNCc2cccc(C(F)(F)F)c2)cc(C(=O)N2CCN(C)CC2)c1	0.1	-4	11	2.6
Cc1ccc(CN(CC(=O)N2CCOCC2)S(=O)(=O)c2ccccc2)cc1	0.0	5	-3	1.3
COC(=O)C1=C(C)N(c2cccc(OC)c2)C(=O)/C1=C\c1ccc(F)cc1	0.1	3	-8	1.5
CCC(=O)Nc1ccc(-c2nc3ccccc3[nH]2)cc1	0.1	31	12	-6.9
O=C(N/N=C\c1cccc(Cl)c1)c1ccc([N+](=O)[O-])cc1	0.1	5	-20	-0.4
Cc1c(C(=O)N2CCC(C)CC2)sc2nc(-c3ccccc3)cn12	0.1	-39	11	3.0
COc1ccccc1CN1CCOc2ccc(C(O)c3ccncc3)cc2C1 (centres undefined)	-0.2	4	3	0.1
Cc1cc(Nc2ccc(N3C(=O)C4CCC(C)CC4C3=O)cc2[N+](=O)[O-])on1 (centres undefined)	0.0	2	-2	0.8
CCOc1ccc(N=C2SCC(=O)N2S(=O)(=O)c2ccc(F)cc2)cc1	0.1	8	-3	-1.1
COc1ccc2c(c1)c(=O)oc1c(C)c(OCC(=O)N(C)C)ccc12	0.0	-16	7	1.3
COc1ccc(CC(=O)Nc2ccc(Cl)cc2C)cc1	0.4	-3	5	1.1
CC(C)(C)c1ccccc1OCC(=O)Nc1ccccc1[N+](=O)[O-]	0.0	17	0	1.3
O=C(CCCC(=O)OCC(=O)c1ccc(Cl)c([N+](=O)[O-])c1)Nc1ccccc1Cl	0.1	3	-1	5.1*
CCSc1nc2sc3c(c2c(=O)n1-c1ccc(C)cc1)CC(C)(C)OC3	0.0	2	12	-0.5
CC1(C)CC(=O)C=C(NCC2CCNCC2)C1	-0.1	-6	-4	0.9
O=C(N/N=C/C1=C(N2CCOCC2)C(=C\c2ccccc2)/CC1)c1ccc(F)cc1	0.2	-4	-4	-0.3
COc1cc(Cl)ccc1S(=O)(=O)N1CCN(c2ccc(F)cc2)CC1	0.4	-3	20	-2.0

Screens deposited in PubChem by The Scripps Research Institute Molecular Screening Center.
